# Assay outcomes as filed in PubChem.
# RXFP1 ag = activates the human relaxin receptor RXFP1. Q9HBX9. HEK293T-RXFP1 cAMP TR-FRET, 30 min; response scale: percent of porcine relaxin response, buffer zero. Potency, µM (doses to about 57.5 µM), without a hit: at the top dose activation, actives largely listed as activators. 370,000 tested, 0.3% active. AID 2676; active = well fitted activation curve with a large enough effect; inconclusive = small, poorly fitted or top-dose-only effect; note: potency is the fitted concentration of half-maximal effect; % is set by controls: 0 for no effect and ±100 for the full control effect; nearly all actives have a fitted effect of over 60% in size; many of its hits are not listed in these tables
#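 HEK293 cells stably expressing RXFP1, treated 30 min at 37C with compounds plus PDE4 inhibitor Ro 20174; cAMP measured by HTRF TR-FRET. Normalized to buffer and 29 nM porcine relaxin; EC50 by Hill fit.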
# D2 agonist = activates the human D2 dopamine receptor. 340,000 tested, 0.53% active. activation, % at 2 µM. HEK293 T-REx D2 cells, calcium flux agonist mode. P14416;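 active = activation over 3 SD above normal in the single-dose calcium agonist read, cut at about 30% in these data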; note: 0% is about no effect
# Target sequence (P14416 whole entry, looked up): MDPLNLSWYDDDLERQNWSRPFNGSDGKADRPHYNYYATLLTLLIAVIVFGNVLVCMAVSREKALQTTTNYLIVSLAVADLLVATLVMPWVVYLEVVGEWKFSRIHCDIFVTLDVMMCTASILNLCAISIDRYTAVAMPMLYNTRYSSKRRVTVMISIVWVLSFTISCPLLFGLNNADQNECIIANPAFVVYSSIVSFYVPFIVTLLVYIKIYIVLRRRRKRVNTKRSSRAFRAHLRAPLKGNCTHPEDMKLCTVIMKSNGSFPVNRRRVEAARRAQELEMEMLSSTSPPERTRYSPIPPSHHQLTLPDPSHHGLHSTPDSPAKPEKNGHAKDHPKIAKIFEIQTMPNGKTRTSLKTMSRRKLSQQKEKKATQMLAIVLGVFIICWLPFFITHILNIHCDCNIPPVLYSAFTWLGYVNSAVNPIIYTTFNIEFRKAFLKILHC
#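 Calcium-flux readout, 1 cycle/sec over 180 s following compound pin transfer, in inducible HEK293 Trex D2 cells (force-coupled); dopamine controls included. Positive calcium responses during this window marked compounds as potential agonists.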
# TRHR PAM = allosterically enhances the human TRH receptor | 360,000 tested, 0.66% active | enhancement, % at 2 µM | AID 493056 | P34981 | TRHR cells, fluo-8 calcium fluorescence, EC20 TRH enhancement; in the data active = enhancement above about 30%; note: 0% is about no effect
# Target sequence (P34981 whole entry, looked up): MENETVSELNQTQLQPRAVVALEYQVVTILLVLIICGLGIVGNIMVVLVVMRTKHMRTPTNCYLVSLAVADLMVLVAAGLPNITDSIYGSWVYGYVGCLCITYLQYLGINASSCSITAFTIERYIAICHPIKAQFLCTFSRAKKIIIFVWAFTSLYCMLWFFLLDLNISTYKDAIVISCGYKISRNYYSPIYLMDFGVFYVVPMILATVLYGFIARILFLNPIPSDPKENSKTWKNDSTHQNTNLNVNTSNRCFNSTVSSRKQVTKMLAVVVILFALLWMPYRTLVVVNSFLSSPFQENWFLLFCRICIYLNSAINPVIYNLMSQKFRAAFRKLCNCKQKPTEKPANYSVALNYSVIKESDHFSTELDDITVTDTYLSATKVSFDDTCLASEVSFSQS
#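 Enhancer read-out: after compound pinning and an initial kinetic agonist-mode read, an EC20 of TRH (10 nM final) was injected and fluo-8 calcium signal (Ex 480/Em 530) followed at 1 s/cycle for 100 cycles in TRHR-expressing cells.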
# D1 antag = antagonists of human D1 dopamine receptor | P21728 | HEK293 TREx D1 cells, calcium flux, dopamine EC80; hits give low values | activity change, negative = inhibition, % at 10 µM | 360,000 tested, 3.2% active | AID 504652; in the data active = activity change below about -30%; note: % is set by controls: 0 for no effect and ±100 for the full control effect
#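 Calcium flux readout: force-coupled, inducible Hek293 Trex D1 line, cells induced overnight at 30 C with tetracycline, dye-loaded 30–90 min at RT. Antagonism scored against EC80 dopamine challenge given 180 s after compound.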
# D1 PAM = enhances dopamine response at the human D1 receptor; P21728; 360,000 tested, 0.036% active; AID 504651; HEK293 TREx D1 cells, calcium flux, dopamine EC20 potentiation; potentiation, % at 10 µM; in the data active = potentiation above about 30%; note: 0% is about no effect
# D1 ag = activates the human D1 dopamine receptor | HEK293 T-REx D1 cells, calcium flux, agonist mode | activation, % at 2 µM | 360,000 tested, 1% active; in the data active = activation above about 30%; note: 0% is about no effect
#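 Tetracycline-induced HEK293 TREx D1 cells, force-coupled to calcium signalling, were dye-loaded with a no-wash calcium kit. Compound was pin-added after a 10 s baseline. Fluorescence was read kinetically at 1 cycle/s for 180 s, with calcium rises flagged as agonism.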
# RXFP1 antagonist = RXFP1 (human) relaxin receptor antagonism | Q9HBX9 | HEK293-RXFP1, relaxin-stimulated cAMP HTRF, 30 min; hits give low values | activity change, negative = inhibition, % at 57.5 µM | 350,000 tested, 0.59% active | AID 1259400;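 active = activity change of -60% or lower, but not beyond a set lower limit; inconclusive = change between -60% and -40%, or beyond the set limit; inactive = change above -40%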; note: % is set by controls: 0 for no effect and ±100 for the full control effect
# D2 PAM = positively modulates the human D2 dopamine receptor allosterically. potentiation, % at 10 µM. HEK293 T-REx D2, calcium flux, EC20 dopamine potentiation. 340,000 tested, 0.34% active;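 active = potentiation over 3 SD above the plate norm, cut at about 30% in these data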; note: 0% is about no effect
#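 Primary screen. Calcium kinetics in induced HEK293 T-REx D2 cells: compound pre-addition 180 s, EC20 dopamine, 180 s more.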
# D2 antag = antagonizes the human D2 dopamine receptor; HEK293 TREx D2 cells, calcium flux, dopamine EC80; 340,000 tested, 2% active; inhibition, % at 10 µM; P14416; in the data active = inhibition above about 30%; note: 0% is about no effect
#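 Tetracycline-induced HEK293 TREx cells expressing D2 receptor forced-coupled to calcium signalling, loaded with no-wash calcium dye. Compounds added and calcium flux read 180 s, then dopamine added at EC80 and read a further 180 s.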
# Active calls of the source: *; ? = inconclusive; nt = not tested or not shown. A portion of the library, so the mix of outcomes need not match the whole.
SMILES,RXFP1 ag,D2 agonist,TRHR PAM,D1 antag,D1 PAM,D1 ag,RXFP1 antagonist,D2 PAM,D2 antag
NC(=O)C1CCN(C(=O)/C(=C/c2ccco2)NC(=O)c2ccccc2)CC1,2.4%,3.1,-1.0,6.8,nt,9.4,-13.4,-2.4,5.4
CCOc1ccc(-n2nc3cc(C)c(NC(=O)CC)cc3n2)cc1,4.3%,0.5,2.0,7.2,-2.5,2.6,-3.1,nt,nt
OCCCn1c(-c2ccc(F)cc2)csc1=Nc1ccc(F)cc1,0.1%,-1.1,-11.6,-8.1,-5.5,-0.5,nt,-7.7,nt
CC(O)CN(Cc1ccc(Cl)cc1)CC(C)O (stereo not drawn),2.3%,-0.1,5.0,-7.8,-7.0,2.3,-21.3,-13.7,-2.3
COc1ccccc1CNC(=O)c1oc2c(c1C)-c1nn(Cc3ccc(Cl)cc3)cc1CC2,-3.4%,-1.4,2.3,0.4,-0.4,1.0,-15.2,-7.1,nt
O=C(COC(=O)CNC(=O)c1ccc2c(c1)OCO2)Nc1ncc(Cl)cc1Cl,-1.7%,3.4,3.8,-6.2,2.3,1.3,-5.3,13.0,-9.0
COc1ccc(C(=O)N[C@H](C(=O)OCc2cc(=O)oc3cc(C)ccc23)C(C)C)cc1,0.1%,-0.9,3.9,-16.7,-9.3,8.9,0.4,7.3,-4.5
O=C(COc1ccccc1)Nc1sc2c(c1C(=O)NCc1cccnc1)CCCC2,1.0%,-1.1,-1.0,2.7,-5.7,0.9,-3.5,-2.4,10.2
CC(=O)c1ccc2c(c1)C1C=CCC1C(C(=O)O)N2 (stereo not drawn),9.8%,0.7,27.5,-0.1,2.7,2.7,-16.5,19.8,4.6
CC(C)Sc1nc(N2CCOCC2)c2c3c(sc2n1)COC(C)(C)C3,2.8%,0.6,4.2,2.9,-2.3,-0.4,2.1,-4.9,6.9
NC(=O)c1ccc(C23CC4CC(CC(C4)C2)C3)o1,4.0%,0.1,4.3,19.8,3.8,6.6,1.9,0.2,2.5
Cc1c(Cl)c(=O)n2c(=O)c(Cl)c(C)n12,11.8%,1.7,-23.5,-9.6,-3.9,0.9,2.2,-1.9,21.0
CCOC(=O)N1CCC(NC(=O)CCC(=O)N2CCOc3ccccc32)CC1,0.6%,-0.3,1.5,1.2,-1.4,8.8,-10.4,25.5,-4.0
CCOC(=O)c1nn(-c2ccccc2)c(C)c1C(C)=O,3.0%,-0.4,1.5,4.2,4.6,3.7,-5.1,0.3,-14.1
O=C/C(=C\Nc1ccccn1)c1nc2ccccc2o1,-3.4%,2.4,-3.5,5.5,-5.9,11.2,20.0,-3.2,-20.6
Cc1cc(C(=O)NCC2COc3ccccc3O2)c2ccccc2n1 (stereo not drawn),-1.1%,nt,3.6,-11.9,-3.7,2.3,-10.6,nt,nt
CNS(=O)(=O)c1cn(CC(=O)NCc2ccc(N(C)C)cc2)cc1S(=O)(=O)NC,-1.1%,1.1,0.5,-2.7,3.4,8.8,-4.3,19.3,-7.0
CCOC(=O)C1CCN(C(=O)c2ccco2)CC1,0.0%,nt,-8.6,13.4,-6.8,1.3,0.4,1.9,nt
COc1cc(/C=N/NC(=O)c2cccnc2)ccc1OS(=O)(=O)c1ccc(C)cc1,-1.3%,-1.4,4.1,-5.3,-6.8,-1.2,-13.1,-6.5,-12.3
CCCC(=O)Nc1cc(C(=O)N(C)CC(OC)OC)ccc1S(=O)(=O)c1ccc(C)cc1,1.6%,-0.9,-1.5,2.7,-6.1,0.7,4.0,-3.1,-5.9

# Whole records from above. Order of screens: RXFP1 ag | D2 agonist | TRHR PAM | D1 antag | D1 PAM | D1 ag | RXFP1 antagonist | D2 PAM | D2 antag
# Cc1cc(C(=O)NCC2COc3ccccc3O2)c2ccccc2n1 (stereo not drawn) reads -1.1% | nt | 3.6 | -11.9 | -3.7 | 2.3 | -10.6 | nt | nt
# NC(=O)C1CCN(C(=O)/C(=C/c2ccco2)NC(=O)c2ccccc2)CC1 reads 2.4% | 3.1 | -1.0 | 6.8 | nt | 9.4 | -13.4 | -2.4 | 5.4

# Later entries.
SMILES,RXFP1 ag,D2 agonist,TRHR PAM,D1 antag,D1 PAM,D1 ag,RXFP1 antagonist,D2 PAM,D2 antag
COC(=O)c1ccccc1NC(=O)c1c(O)c2cccc3c2n(c1=O)CCC3,20.4%,-0.8,2.9,-12.9,-3.2,3.5,nt,7.3,-14.4
CCN(CC)CCCOC(=O)c1ccc(OC)cc1O,-0.5%,1.2,0.4,5.3,5.0,6.1,3.4,-2.0,-14.1
CCN(C#N)c1nc(NC(C)C)nc(NC(C)(C)C)n1,1.6%,40.2*,16.3,26.9,-0.5,51.5*,1.4,-15.4,-5.6
Cc1cc(S(=O)(=O)NCCCN2CCOCC2)c(C)cc1Cl,-0.2%,-1.0,-5.9,20.5,-0.8,0.7,-5.9,-2.1,3.3
Cc1c(C)c2ccc(OC(C)C(=O)N3C[C@H]4C[C@@H](C3)c3cccc(=O)n3C4)c(C)c2oc1=O (stereo partly drawn),3.7%,0.4,-3.2,2.7,-4.9,0.0,nt,-4.7,15.5
COC(=O)C1=C(C(=O)OC)SC2(S1)C(C(=O)OC)=C(C(=O)OC)SC1=C2c2cccc(C)c2NC1(C)C,0.6%,0.9,-3.5,-3.1,5.0,0.1,3.0,-3.1,-18.8
CN1C(=O)C(CC(=O)NCCc2ccccc2)N(NC(=O)c2ccc(Cl)cc2)C1=S (stereo not drawn),5.5%,-1.8,-11.1,14.6,1.2,6.4,-2.6,-6.6,-9.0
O=c1[nH]c(C2CCCN(S(=O)(=O)c3cccc(Cl)c3)C2)nc2c1nnn2Cc1ccc2c(c1)OCCO2 (stereo not drawn),1.3%,0.4,4.8,-16.6,-5.1,0.3,-22.8,4.9,18.8
COc1ccc(OC)c(C2c3c(-c4ccc(Br)cc4)n[nH]c3C(=O)N2c2ccc(Cl)cc2)c1 (stereo not drawn),-0.9%,nt,7.3,-3.7,3.7,4.1,nt,5.3,nt
COc1ccc(O)c(/C=N/n2c(-c3ccco3)csc2=Nc2cccnc2)c1,5.9%,0.6,-2.7,-41.6*,-4.8,3.8,-6.8,0.9,-3.3
Cc1ccc(N2C(=O)N(CC(=O)Nc3ccc(C)c(C)c3[N+](=O)[O-])C(=O)C2C)cc1 (stereo not drawn),-3.8%,-0.4,-6.8,2.0,-1.9,2.2,-4.3,1.8,-4.5
O=C(N/N=C/c1ccccc1F)c1cccc(NC(=O)c2ccccc2Cl)c1,0.0%,0.2,3.3,4.0,0.7,-1.1,11.2,-5.8,0.4
CC1(C)CC(=O)C(C=NCCN2CCN(C(=O)C34CC5CC(CC(C5)C3)C4)CC2)=C(O)C1,2.5%,0.1,-4.1,-4.7,-4.8,1.8,-1.5,5.1,-25.6
N#Cc1cc(S(=O)(=O)c2ccccc2)c(N)[nH]c1=O,0.6%,0.8,-3.7,-11.1,-6.9,7.4,-2.5,4.2,85.6*
CCC(=O)N1CCc2cc(S(=O)(=O)NC(Cc3ccccc3)C(=O)Nc3ccccc3C)ccc21 (stereo not drawn),1.2%,-0.5,8.8,-6.2,0.6,0.2,-5.6,10.6,nt
O=C(/C=C/c1ccccc1F)N1CCN(c2ccccn2)CC1,0.4%,0.5,-5.4,1.7,1.1,1.2,7.6,8.5,2.1
COC(=O)/C(=C/c1c[nH]c2ccccc12)[N+](=O)[O-],0.0%,-0.5,3.0,-12.8,2.3,7.5,0.0,18.3,20.3
Cc1nn(CC(=O)NCc2ccco2)c(C)c1[N+](=O)[O-],-1.5%,0.4,0.1,4.0,-5.1,1.9,8.5,5.7,2.9
Cc1ccc(Cl)c(OC(=O)c2nn(C(C)C)c(=O)c3ccccc23)c1,-0.6%,0.5,0.6,-10.0,-3.2,7.6,nt,9.5,17.1
Cc1ccc(OCC(=O)NCCNC(=O)c2ccncc2)cc1C,-2.4%,nt,27.2,-11.6,-1.9,1.3,3.7,nt,nt

# 3 of the entries above in order of the RXFP1 antagonist value, lowest first:
Compound,TRHR PAM,D1 antag,D1 PAM,D1 ag,RXFP1 antagonist,D2 PAM,D2 antag
CCCC(=O)Nc1cc(C(=O)N(C)CC(OC)OC)ccc1S(=O)(=O)c1ccc(C)cc1,-1.5,2.7,-6.1,0.7,4.0,-3.1,-5.9
O=C(/C=C/c1ccccc1F)N1CCN(c2ccccn2)CC1,-5.4,1.7,1.1,1.2,7.6,8.5,2.1
Cc1nn(CC(=O)NCc2ccco2)c(C)c1[N+](=O)[O-],0.1,4.0,-5.1,1.9,8.5,5.7,2.9

# Continuation.
SMILES,RXFP1 ag,D2 agonist,TRHR PAM,D1 antag,D1 PAM,D1 ag,RXFP1 antagonist,D2 PAM,D2 antag
C=C(C)C1CC=C(CN2CCN(Cc3ccccc3)CC2)CC1 (stereo not drawn),-1.0%,nt,3.0,37.9,-2.1,-0.6,-18.3,nt,nt
CCOC(=O)/C=C(C)\C=C\c1c[nH]c2ccccc12,-1.9%,0.5,6.6,-28.3,-4.2,4.0,21.2,-4.8,0.6
CC(C)CC(NC(N)=O)C(=O)Nc1cccc([N+](=O)[O-])c1 (stereo not drawn),0.7%,nt,0.2,4.0,-2.0,0.8,?,nt,nt
O=C(Cc1c[nH]c2ccccc12)NNC(=O)c1ccccc1,0.6%,0.3,2.3,-14.4,-4.5,0.5,-8.4,11.4,5.0
CCCCNC(=O)c1ccccc1NS(=O)(=O)c1ccc2c(c1)OCCO2,1.2%,0.2,-2.8,0.6,-2.2,1.0,5.2,-3.5,-3.9
O=c1[nH]c(CCl)nc2cc(-c3ccc(Cl)cc3)sc12,0.0%,0.9,0.4,-6.9,-5.0,-1.6,0.4,-13.8,17.1
COc1ccc(C2C(C#N)=C(N)OC3=C2C(=O)CCC3)c(OC)c1OC (stereo not drawn),-0.8%,-0.1,-2.8,13.9,-1.4,1.2,7.4,-11.3,12.0
Cc1ccc(CN2CCC(Oc3ccc(C(=O)NCc4ccccn4)cc3)CC2)o1,0.0%,0.7,-2.6,-1.0,-2.5,2.6,-2.8,-1.1,-1.3
CC(=O)c1ccc(Oc2cc(C)nc(-n3nc(C)cc3C)n2)cc1,4.6%,-0.3,-0.4,9.2,-3.0,3.9,-1.5,24.4,-3.1
NC(=O)CSc1cn(Cc2cccc(F)c2)c2ccccc12,1.8%,-0.7,-2.1,1.3,-4.4,0.7,2.6,-1.8,-0.8
O=C(NCCc1ccco1)C(=O)NCC1OCCCN1S(=O)(=O)c1ccc(Cl)cc1 (stereo not drawn),1.2%,0.3,3.9,-1.0,-4.3,2.3,-11.9,6.8,-6.3
COc1ccc(Cl)cc1NC(=O)C1CC(c2c(F)cccc2Cl)=NO1 (stereo not drawn),1.2%,-1.0,3.3,11.7,9.9,13.6,0.2,7.1,-13.9
CSCCC(NS(=O)(=O)c1ccccc1F)C(=O)NCCCn1nc(C)cc1C (stereo not drawn),-0.4%,-0.4,-2.1,-2.8,1.4,1.8,-2.5,14.1,4.6
CCc1ccc2[nH]cc(S(=O)(=O)c3ccc(C(C)C)cc3)c(=O)c2c1,0.6%,0.8,4.5,9.5,-0.8,0.7,nt,-1.0,nt
